Compound activity: PubChem, several laboratories
DYRK1A inh: Dyrk1A (rat) kinase inhibition | ADP-Glo luminescence, NFATc1 peptide | actives 0.43% (n = 310,000) | AID 504441 | inhibition, % at 12.5 µM; in the data active = inhibition above about 50%;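 note: plate controls were vehicle with enzyme for no effect and no enzyme for full effect; many of its hits are not listed in these tables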
GSK3B inh: blocks human GSK3beta kinase activity; P49841; GST-GSK3beta kinase, ADP-Glo luminescence, 60 min; hits give low values; activity score (negative = inhibition), % at 10 µM; actives 0.038% (n = 300,000); AID 2097;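 active = more than half of replicate wells score below -50%, meaning over 50% inhibition versus plate controls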;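 note: 0% = median DMSO wells and -100% = median GW8510 positive control wells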
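Assay system: GST-tagged human GSK3beta kinase, cell-free; Input: 1.6 ng GSK3beta; Medium: Tris/MgCl2 kinase buffer; Timing: 60 min enzyme reaction, room temperature; Signal: ADP-Glo luminescence quantifying ADP generated by kinase; Evaluation: score relative to plate controls; Benchmarks: DMSO neutral wells and GW8510 at 20 µM as positive.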
HSF-1 act: increases HSF-1 driven luciferase reporter signal; actives 1.7% (n = 300,000); activation, % at 9 µM; AID 504408; NIH3T3-HGL HSF-1 luciferase reporter, MG132, 8 h; 100% = twice DMSO control signal;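 active = mean replicate activation of at least 50% with a set share of replicates each reaching 50%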;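 note: 0% = median of the neutral control wells and 100% = twice that signal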
PolyA inhibitor: yeast polyadenylation inhibition. S. cerevisiae SKY197-pL101 polyadenylation reporter, beta-gal luminescence; efflux-impaired pdr1/pdr3 knockout yeast; score 100 = 6 SD above DMSO. AID 1875. calls only at 12 µM. actives 0.02% (n = 300,000);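 active = lowest replicate activity score at least 50, where 100 means six control SD above control mean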;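 note: yeast exposed to compound for 9 h at 30 °C; higher score means more reporter readthrough which indicates perturbed polyadenylation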
HDAC3 inh: blocks human histone deacetylase 3; O15379; recombinant HDAC3, fluorogenic peptide/trypsin coupled, fluorescence; inhibition, % at 8.3 µM; actives 0.15% (n = 320,000); in the data active = inhibition above about 26%, passing the limit was not always enough
Target sequence (O15379 whole entry, looked up): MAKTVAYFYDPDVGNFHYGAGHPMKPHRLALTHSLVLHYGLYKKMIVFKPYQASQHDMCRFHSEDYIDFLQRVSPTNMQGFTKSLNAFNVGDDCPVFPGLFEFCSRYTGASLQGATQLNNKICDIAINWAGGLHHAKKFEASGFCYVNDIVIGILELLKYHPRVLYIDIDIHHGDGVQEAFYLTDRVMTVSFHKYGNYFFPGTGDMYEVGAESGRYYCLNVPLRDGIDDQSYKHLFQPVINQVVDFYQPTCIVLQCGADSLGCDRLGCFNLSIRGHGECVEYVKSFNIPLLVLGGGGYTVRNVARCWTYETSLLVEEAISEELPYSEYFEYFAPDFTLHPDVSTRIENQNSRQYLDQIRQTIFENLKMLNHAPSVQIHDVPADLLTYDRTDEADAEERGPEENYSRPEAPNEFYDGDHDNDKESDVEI
Platelet DG rel: platelet dense granule release activity | human platelet-rich plasma, SFLLRN dense granule ATP release, luminescence | inhibition, %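 (compounds screened at 7.5 µM in platelet-rich plasma)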 | actives 0.22% (n = 300,000) | AID 1663;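 active = mean replicate score, as percent of positive control, at or above 50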
HSP90 refold inh: blocks HSP90-mediated luciferase refolding in reticulocyte lysate. Rabbit reticulocyte lysate, luciferase refolding luminescence, 3 h. inhibition, % at 5.6 µM. actives 0.91% (n = 290,000). AID 1789;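 active = inhibition above the screen-wide mean plus 3 SD, computed separately per campaign, cut at about 16% in these data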;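 note: 0% = DMSO wells and 100% = 60 µM geldanamycin wells; inhibitors lower the luminescence because luciferase stays unfolded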
AI-2 QS mod: Vibrio harveyi AI-2 quorum sensing modulation; activity change, % at 7.5 µM; AID 2094; Vibrio harveyi JMH597 AI-2 luminescence/OD600 ratio, 9 h; hits give low values; strain lacks LuxN and CqsS sensors; 0 = neutral-control median; actives 0.4% (n = 300,000); in the data active = activity change below about -75%, passing the limit was not always enough;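 note: luminescence divided by OD600 gain over 9 h not by final OD600 alone; inactives centre near 13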
GSK3 alpha inh: inhibitors of human GSK-3 alpha kinase; inhibition, % at 10 µM; actives 0.1% (n = 320,000); P49840; ADP-Glo luminescence, 60 min;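 in the data active = inhibition above about 50%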;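 note: GST-tagged GSK-3 alpha with peptide substrate and 25 µM ATP; 0% = DMSO neutral wells and 100% = GW8510 positive control wells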
Target sequence (P49840 whole entry, looked up): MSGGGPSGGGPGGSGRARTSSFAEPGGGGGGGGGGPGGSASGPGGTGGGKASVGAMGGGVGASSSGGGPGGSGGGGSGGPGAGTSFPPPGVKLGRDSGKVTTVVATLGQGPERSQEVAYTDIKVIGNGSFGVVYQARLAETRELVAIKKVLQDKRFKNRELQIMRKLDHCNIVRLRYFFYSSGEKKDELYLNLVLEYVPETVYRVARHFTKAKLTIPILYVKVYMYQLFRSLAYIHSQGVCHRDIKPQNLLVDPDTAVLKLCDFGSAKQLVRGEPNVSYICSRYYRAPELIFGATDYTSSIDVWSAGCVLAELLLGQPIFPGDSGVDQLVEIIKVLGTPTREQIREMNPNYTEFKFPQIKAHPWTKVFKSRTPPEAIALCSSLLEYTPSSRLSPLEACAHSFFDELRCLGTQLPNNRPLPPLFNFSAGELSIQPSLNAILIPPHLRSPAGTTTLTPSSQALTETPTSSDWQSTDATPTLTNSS
HSF1 inhib: HSF1 inhibition; actives 0.77% (n = 300,000); AID 2098; activity change, negative = inhibition, % at 7.5 µM (by protocol); NIH3T3-HGL HSE-luciferase, MG132-induced, luminescence 8 h; hits give low values;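 active = more than half of replicate wells show activity change below -50%, luminescence cut by over half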;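 note: luciferase reports HSF-1 transcriptional activity via heat shock element; 0% = median of DMSO wells and -100% = zero luminescence signal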
* = called active by the depositor.

Results for COc1cccc(C(=O)Nc2cccc(-c3nnc(-c4ccccc4)o3)c2)c1 ?
DYRK1A inh: 2; GSK3B inh: -3; HSF-1 act: 4; PolyA inhibitor: inactive; HDAC3 inh: 1; Platelet DG rel: 14; AI-2 QS mod: -1; GSK3 alpha inh: 0; HSF1 inhib: 4

Results for CS(=O)(=O)N(CC(=O)NC1CC1)c1cccc(F)c1 ?
DYRK1A inh: -2; GSK3B inh: -2; HSF-1 act: -24; PolyA inhibitor: inactive; HDAC3 inh: -5; Platelet DG rel: -46; HSP90 refold inh: 3; AI-2 QS mod: -12; GSK3 alpha inh: 1; HSF1 inhib: -3

How did CCOC(=O)/C(C#N)=c1/s/c(=C2\C=Cc3ccccc3N2CC)c(=O)n1CC do in these assays?
DYRK1A inh: 4; GSK3B inh: 3; HSF-1 act: 8; PolyA inhibitor: inactive; HDAC3 inh: -5; Platelet DG rel: 2; HSP90 refold inh: -3; AI-2 QS mod: -1; GSK3 alpha inh: 2; HSF1 inhib: -1

What do the screens show for `C=CCOc1ccc(/C=C/C(=O)OCC(=O)NCC(=O)Nc2c(C)cc(C)cc2C)cc1`?
DYRK1A inh: -2; GSK3B inh: -2; HSF-1 act: 19; PolyA inhibitor: inactive; HDAC3 inh: 4; Platelet DG rel: -4; AI-2 QS mod: 25; GSK3 alpha inh: -3; HSF1 inhib: 6

Results for CC(=O)Cn1c(CN2CCCC2)nc2ccccc2c1=O ?
DYRK1A inh: -2; GSK3B inh: -1; HSF-1 act: -7; PolyA inhibitor: inactive; HDAC3 inh: -2; Platelet DG rel: -4; HSP90 refold inh: 2; AI-2 QS mod: -1; GSK3 alpha inh: -3; HSF1 inhib: -4

What do the screens show for `Cc1cc(N2CCCC2)nc2ccc(NC(=S)NC(C)C)cc12`?
DYRK1A inh: -3; GSK3B inh: -1; HSF-1 act: 34; PolyA inhibitor: inactive; HDAC3 inh: -11; Platelet DG rel: 2; HSP90 refold inh: 4; AI-2 QS mod: 20; GSK3 alpha inh: 0; HSF1 inhib: 27

How did COc1ccc(/C=N/NC(=O)c2ccc(Br)o2)cc1Cn1cc([N+](=O)[O-])cn1 do in these assays?
DYRK1A inh: 5; GSK3B inh: 3; HSF-1 act: 25; PolyA inhibitor: inactive; HDAC3 inh: -12; Platelet DG rel: -12; HSP90 refold inh: -4; AI-2 QS mod: 3; GSK3 alpha inh: 0; HSF1 inhib: 6

Results for Cc1cc(=O)oc2cc(NC(=O)C(CCCN=C(N)N)NC(=O)OCc3ccccc3)ccc12 (stereo not given) ?
DYRK1A inh: 4; GSK3B inh: 0; HSF-1 act: -11; PolyA inhibitor: inactive; HDAC3 inh: -160; Platelet DG rel: 3; HSP90 refold inh: 0; AI-2 QS mod: 42; GSK3 alpha inh: 9; HSF1 inhib: -2

What do the screens show for `O=C(COC(=O)c1ccc(OC(F)F)cc1)NCCNC(=O)COC(=O)c1ccc(OC(F)F)cc1`?
DYRK1A inh: 1; GSK3B inh: 3; HSF-1 act: 0; PolyA inhibitor: inactive; HDAC3 inh: 13; Platelet DG rel: 8; HSP90 refold inh: -2; AI-2 QS mod: 21; GSK3 alpha inh: 1; HSF1 inhib: -9

How did COc1ccc(NC(=O)CSc2nc(N)c(C#N)cc2C#N)cc1 do in these assays?
DYRK1A inh: -6; GSK3B inh: 1; HSF-1 act: 12; PolyA inhibitor: inactive; HDAC3 inh: -3; Platelet DG rel: -7; HSP90 refold inh: -2; AI-2 QS mod: 16; GSK3 alpha inh: -1; HSF1 inhib: -3

What do the screens show for `CCOc1ccc(N(CC(=O)NC2CCCC2)C(=O)Cn2nnc(-c3ccc(C)o3)n2)cc1`?
DYRK1A inh: 1; GSK3B inh: 3; HSF-1 act: 16; PolyA inhibitor: inactive; Platelet DG rel: 2; HSP90 refold inh: 0; AI-2 QS mod: 12; HSF1 inhib: -8

Results for N#Cc1c2n(c3c(=O)n(Cc4ccc(Cl)cc4)cnc13)CCCCC2 ?
DYRK1A inh: 6; GSK3B inh: -2; HSF-1 act: 14; PolyA inhibitor: inactive; HDAC3 inh: 3; Platelet DG rel: -4; HSP90 refold inh: -4; AI-2 QS mod: 32; GSK3 alpha inh: -1; HSF1 inhib: -2

Results for COc1ccc(N2CCN(CCCNC(=O)C3CCCN(S(=O)(=O)c4cnc[nH]4)C3)CC2)cc1 (stereo not given) ?
DYRK1A inh: -8; GSK3B inh: 1; HSF-1 act: -1; PolyA inhibitor: inactive; HDAC3 inh: 1; Platelet DG rel: 2; HSP90 refold inh: -7; AI-2 QS mod: 6; GSK3 alpha inh: -1; HSF1 inhib: -6

What do the screens show for `O=C(NC(=S)N1CCN(c2ccccc2)CC1)c1ccccc1`?
DYRK1A inh: 9; GSK3B inh: 0; HSF-1 act: 2; HDAC3 inh: -7; Platelet DG rel: 3; HSP90 refold inh: 4; AI-2 QS mod: 8; GSK3 alpha inh: 1; HSF1 inhib: 1

What do the screens show for `CCOC(=O)CC1(NC(=O)C2CCC(=O)N(C3CC3)C2)CCCCC1` (stereo not given)?
GSK3B inh: 0; HSF-1 act: 0; PolyA inhibitor: inactive; Platelet DG rel: 0; HSP90 refold inh: 0; AI-2 QS mod: 12; HSF1 inhib: -4

Results for CC1(C)Cc2c(C#N)c(N3CCN(C(=O)c4ccco4)CC3)nc(-c3ccco3)c2CS1 ?
DYRK1A inh: 1; GSK3B inh: 3; HSF-1 act: 16; PolyA inhibitor: inactive; HDAC3 inh: -5; Platelet DG rel: 5; HSP90 refold inh: 4; AI-2 QS mod: 48; GSK3 alpha inh: -3; HSF1 inhib: 9

Results for CCOC(=O)C1=C(C)NC2=C(C(=O)CCC2)C1c1ccsc1 (stereo not given) ?
GSK3B inh: 18; HSF-1 act: 27; PolyA inhibitor: inactive; Platelet DG rel: -1; HSP90 refold inh: 3; AI-2 QS mod: -15; HSF1 inhib: -5

What do the screens show for `CCOc1cc(CO)c(Br)cc1OCC(=O)O`?
GSK3B inh: 1; HSF-1 act: 43; PolyA inhibitor: inactive; HDAC3 inh: -2; Platelet DG rel: -4; HSP90 refold inh: 6; AI-2 QS mod: -6; GSK3 alpha inh: 0; HSF1 inhib: 7

How did COc1ccc2c(c1)CCc1c(C(=O)N3CC4(C)CC3CC(C)(C)C4)noc1-2 (stereo not given) do in these assays?
DYRK1A inh: -1; GSK3B inh: 4; HSF-1 act: 84*; PolyA inhibitor: inactive; HDAC3 inh: 3; Platelet DG rel: 5; HSP90 refold inh: -3; AI-2 QS mod: 10; GSK3 alpha inh: -3; HSF1 inhib: 55

What do the screens show for `COc1cccc2c(=O)n(CC(=O)N3CCCCCC3)ccc12`?
DYRK1A inh: 1; GSK3B inh: 3; HSF-1 act: 38; PolyA inhibitor: inactive; HDAC3 inh: 0; Platelet DG rel: 1; HSP90 refold inh: -4; AI-2 QS mod: 12; GSK3 alpha inh: -2; HSF1 inhib: 10

How did CCOC(=O)c1sc(N)nc1-c1ccccc1 do in these assays?
DYRK1A inh: 9; GSK3B inh: 2; HSF-1 act: -41; HDAC3 inh: -8; Platelet DG rel: -35; HSP90 refold inh: 1; AI-2 QS mod: 17; GSK3 alpha inh: -1; HSF1 inhib: -26

How did COc1ccc(C(=O)Nc2ccc(N3CCN(C)CC3)cc2)cc1OC do in these assays?
DYRK1A inh: 1; HSF-1 act: 17; PolyA inhibitor: inactive; HDAC3 inh: 0; Platelet DG rel: 7; HSP90 refold inh: -1; GSK3 alpha inh: 0; HSF1 inhib: 4

Results for CC1(C)CC(CNCCC(c2ccc(F)cc2)c2ccco2)CCO1 (stereo not given) ?
DYRK1A inh: -3; GSK3B inh: 2; HSF-1 act: 2; PolyA inhibitor: inactive; HDAC3 inh: -3; Platelet DG rel: 8; HSP90 refold inh: 4; AI-2 QS mod: 18; GSK3 alpha inh: -1; HSF1 inhib: -3

What do the screens show for `C=CCN(CC=C)C(=S)NC(=O)/C=C/c1ccccc1`?
DYRK1A inh: -6; GSK3B inh: 0; HSF-1 act: -3; PolyA inhibitor: inactive; HDAC3 inh: -1; Platelet DG rel: -8; HSP90 refold inh: 4; AI-2 QS mod: -2; GSK3 alpha inh: 1; HSF1 inhib: 3

What do the screens show for `Cc1ccc(Nc2cc(C)nc3nc(C)nn23)c(C)c1`?
DYRK1A inh: 13; GSK3B inh: 0; HSF-1 act: -8; PolyA inhibitor: inactive; HDAC3 inh: 6; Platelet DG rel: 2; HSP90 refold inh: -4; AI-2 QS mod: -4; HSF1 inhib: -9

How did COC(=O)c1cc(NC(=O)CCc2c(C)nc3ncnn3c2C)cc(C(=O)OC)c1 do in these assays?
DYRK1A inh: -7; GSK3B inh: -4; HSF-1 act: -8; PolyA inhibitor: inactive; HDAC3 inh: -2; Platelet DG rel: -2; HSP90 refold inh: -3; AI-2 QS mod: 21; GSK3 alpha inh: -1; HSF1 inhib: -8

Results for Nc1nc(SCC(=O)OCc2ccccc2)[nH]c(=O)c1NC(=O)c1ccco1 ?
DYRK1A inh: -2; GSK3B inh: 2; HSF-1 act: 13; PolyA inhibitor: inactive; Platelet DG rel: -1; HSP90 refold inh: -5; AI-2 QS mod: 15; GSK3 alpha inh: -1; HSF1 inhib: 0

How did Cc1cccc(NC(=O)CSc2nnc(CNC(=O)c3ccc(S(=O)(=O)N(C)C)cc3)n2-c2ccccc2)c1 do in these assays?
DYRK1A inh: 0; GSK3B inh: 0; HSF-1 act: 16; PolyA inhibitor: inactive; HDAC3 inh: -2; Platelet DG rel: -1; HSP90 refold inh: -1; AI-2 QS mod: 12; GSK3 alpha inh: -5; HSF1 inhib: -4

Results for CCN1C(=O)NC2=C(C(=O)c3ccccc32)C1c1ccccc1F (stereo not given) ?
DYRK1A inh: 0; GSK3B inh: 3; HSF-1 act: 18; PolyA inhibitor: inactive; HDAC3 inh: 4; Platelet DG rel: 1; HSP90 refold inh: 6; AI-2 QS mod: 11; GSK3 alpha inh: 1; HSF1 inhib: 7

What do the screens show for `CCOc1nc2cnccc2n(CC(=O)Nc2cccc(C)c2)c1=O`?
DYRK1A inh: -4; GSK3B inh: -1; HSF-1 act: 8; PolyA inhibitor: inactive; HDAC3 inh: -6; Platelet DG rel: 26; HSP90 refold inh: -1; AI-2 QS mod: 36; GSK3 alpha inh: 1; HSF1 inhib: -1

Results for O=C(COC(=O)c1cccc(Br)c1)Nc1ccc2[nH]c(=O)[nH]c2c1 ?
GSK3B inh: 1; HSF-1 act: 6; PolyA inhibitor: inactive; HDAC3 inh: 1; Platelet DG rel: 0; AI-2 QS mod: 14; GSK3 alpha inh: 1; HSF1 inhib: -2

Results for CCN(c1cccc(C)c1)S(=O)(=O)c1cn(CC(=O)OC)c2ccc([N+](=O)[O-])cc12 ?
GSK3B inh: 1; HSF-1 act: 18; PolyA inhibitor: inactive; HDAC3 inh: -1; Platelet DG rel: -12; HSP90 refold inh: 0; AI-2 QS mod: 19; GSK3 alpha inh: 0; HSF1 inhib: 6

A portion of the library (hit frequency here may not be typical).
